Compound activity as filed in PubChem.
Nrf2 inh: Nrf2 pathway inhibition. A549 ARE-Fluc reporter, luciferase luminescence, 18-24 h. Potency, µM (series often up to 46 µM), for the others: at the top dose activity change, negative = inhibition, most hits filed as inhibitors. hit rate 2.1% among 360,000; further: potency means the concentration at half of the fitted maximal effect; on the % scale 0 is the no-effect control and ±100 the full control effect; nearly all actives have a fitted effect of over 60% in size
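Two sequential reads on A549 ARE_Fluc cells exposed to compound for 18-24 h: a CellTiter-Fluor fluorescence read for viability, then a luciferase luminescence read for Nrf2/ARE activity.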
A549 viability: kills or reduces viability of A549 cells in Nrf2 counter-screen | A549 ARE-Fluc cells, CellTiter-Fluor viability, 18-24 h | Potency, µM (titrated, usually from 46 µM), for the others: at the top dose activity change, negative = cytotoxicity, hits mostly inhibitors | hit rate 0.16% among 390,000; further: potency means the concentration at half of the fitted maximal effect; on the % scale 0 is the no-effect control and ±100 the full control effect
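A549 ARE_Fluc cells in 5% FBS OPTI-MEM were exposed to compounds in concentration-response for 18-24 h at 37 deg C. Viability was read by CellTiter-Fluor fluorescence (Ex 405/Em 525) after 30 min, before the luciferase read.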
IL-2 act: activators of IL-2; IL-2 activation reporter assay, cell-based qHTS; stimulated with anti-CD3/CD4/CD28 beads; in transgenic mouse T cells; activation, % (series mostly up to about 46 µM); hit rate 0.065% among 360,000; in the data active means activation above about 50%; inconclusive means mostly about 30% to 49%; further: 0% is about no effect
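Readout is EGFP and DsRed signal by fluorescent plate cytometry after 18 h at 37 degrees C. Transgenic mouse T cells (750/well) received compound for 60 min before bead stimulation (anti-CD3, anti-CD4, anti-CD28); memory T cells served as non-tolerant control.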
TGFb SMAD3 inh: inhibitors of TGF-b signaling; HepG2 CAGA-GFP TGF-b/SMAD3 reporter, GFP fluorescence, 18 h; TGF-beta stimulated, 500 pg/mL final; Potency, µM (series often up to 46.1 µM), inactives show at the highest dose activity, negative = inhibition, actives largely listed as inhibitors; hit rate 1.2% among 410,000; AID 588855; further: potency means the concentration at half of the fitted maximal effect; on the % scale 0 is the no-effect control and ±100 the full control effect; nearly all actives have a fitted effect of over 65% in size
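HEPG2 CAGA-GFP, 1000 cells/well; 2 h settle, 37 C; cpd via pin tool; TGF-b 500 pg/mL final; 18 h, 37 C; GFP imaging ex488/em500-530; %Activity normalised to -TGF-b and +DMSO controls; CRC fit, curve class.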
ATXN2 expr inh: ATXN2 expression inhibition. Potency, µM (top dose mostly 57 µM), for the others: at the top dose activity change, negative = inhibition, actives largely listed as inhibitors. hit rate 0.72% among 360,000. HEK-293 ATXN2-luciferase reporter, luminescence, 24 h; further: potency means the concentration at half of the fitted maximal effect; on the % scale 0 is the no-effect control and ±100 the full control effect; nearly all actives have a fitted effect of over 55% in size
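qHTS (up to 57 uM final) was run with 24 h compound exposure of reporter cells at 37 °C. Each well was multiplexed: SteadyGlo luminescence measured ATXN2-luciferase expression after a fluorogenic Gly-Phe-AFC viability readout (25 uM final).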
HepG2 tox: counter-screen for TGF-b inhibitors: cytotoxicity in HepG2 cells | AID 588856 | HepG2 CAGA-GFP viability, ATP luminescence, 18 h | Potency, µM (top dose mostly 46.1 µM), for inactives: at the highest dose activity change, negative = cytotoxicity, actives largely listed as cytotoxic | hit rate 0.76% among 410,000; further: potency means the concentration at half of the fitted maximal effect; some results filed as inactive show a strong effect at the top dose
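HepG2 CAGA-GFP cells (1000/well, DMEM with 1% FBS) received compound, then TGF-beta at 500 pg/mL final, and were incubated 18 hours at 37 degrees C. Viability was read by CellTiter-Glo luminescence. Media-only wells were set as complete cell-killing and DMSO as no toxicity.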
Nrf2 activator: Nrf2 pathway activation; Potency, µM (highest dose often 46.1 µM), for the others: at the top dose activation, hits mostly activators; AID 624171; AREc32 ARE-luciferase reporter (MCF7-derived line), luminescence, 24 h; hit rate 0.31% among 410,000; further: potency means the concentration at half of the fitted maximal effect; % of control where 0% means no effect; nearly all actives have a fitted effect of over 65% in size
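Cells of the AREc32 ARE-luciferase line are plated in OPTI-MEM containing 5% FBS and left overnight at 37 deg C. Compounds are pinned in, incubation continues 24 hr, and firefly luciferase signal is then measured.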
EPAC2 agonist: EPAC2 (human) agonism; Q8WZA2; EPAC2 activation, biochemical qHTS; response scale: 100% = 6.5 mM cAMP response; Potency, µM (top dose mostly 154 µM), for inactives: top-dose activation, actives largely listed as activators; hit rate 0.079% among 360,000; AID 720711; further: potency means the concentration at half of the fitted maximal effect; nearly all actives have a fitted effect of over 50% in size
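Each well held 100 nM EPAC2, 250 nM RAP1B-BODIPY-GDP and 50 uM GDP. Fluorescence, read at 5-min intervals to 30 min, was referenced to a 6.5 mM cAMP positive control.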
ATXN viability: cell viability loss in ATXN counter-screen. Potency, µM (doses to about 56.7 µM), most hits filed as cytotoxic. hit rate 0.49% among 400,000. S2 cells (HEK-293 line with an ATXN2-luciferase reporter) viability, CellTiter-Fluor protease fluorescence, 24 h; further: potency means the concentration at half of the fitted maximal effect; nearly all actives have a fitted effect of over 40% in size
Numbers without * were called inactive; i = inactive; ? = inconclusive; nt = not tested or not shown; [ ] = remark or other dose. Unless noted, the call rests on the fitted dose curve; in most records, active means well fitted curve in the direction sought with a large enough effect; inconclusive means small, poorly fitted or top-dose-only effect, or another doubt; inactive means no such curve, though single readings can be large; an effect the other way counts as inactive or inconclusive.

SMILES | Nrf2 inh | A549 viability | IL-2 act | TGFb SMAD3 inh | ATXN2 expr inh | HepG2 tox | Nrf2 activator | EPAC2 agonist | ATXN viability
CCOC(=O)N1CCN(C(=O)CN(c2cc(C)ccc2OC)S(=O)(=O)c2ccc(C)cc2)CC1 | -9% | -9% | nt | -6% | 15% | 3% | -0.4% | nt | i
COc1ccc(S(=O)(=O)N2CCOC2CNC(=O)C(=O)NCc2ccccc2Cl)cc1 (stereo not given) | -23% | -5% | -5.6 | 1% | 2% | 6% | 0.7% | -3% | i
CCc1ccc(C(C(=O)NCc2ccc(F)cc2)N(C(=O)c2csnn2)C2CC2)cc1 (stereo not given) | -8% | 0% | 0.5 | -4% | -5% | -5% | 1.9% | -1% | i
O=C(Nc1ccc(Cl)c(C(F)(F)F)c1)c1ccco1 | 3% | 1% | -0.5 | ? | 9% | -38% | ? | 5% | i
N#Cc1ccccc1CN1C(=O)NC(Cc2c[nH]c3ccccc23)C1=O (stereo not given) | 2% | ? | -2.8 | -3% | -11% | 19% | -0.4% | 2% | i
CCN1C(=O)N[C@@H](c2cccc(C(F)(F)F)c2)[C@H](C(=O)OC)[C@H]1C | 7% | 6% | -0.4 | 0% | -6% | 0% | 0.0% | 3% | i
COc1ccc(CCNC(=O)CSc2ccc(-c3ccccc3)nn2)cc1OC | -4% | -5% | -0.2 | -4% | -9% | -24% | 0.2% | 15% | i
COCc1nnc(N)s1 | 1% | 2% | -1.0 | 9% | 1% | -4% | -0.1% | -83%[15.6 µM] | i
COc1cccc(C(=O)Nc2ccc(-c3nc4ccccc4s3)cc2Cl)c1 | nt | 2% | nt | 0% | 2% | -30% | 4.5% | nt | i
O=C1CC(/C=C/c2ccco2)=Nc2ccccc2N1 | 2% | ? | 0.8 | -7% | 6% | -1% | 11% | 5% | ?
CN(Cc1cccs1)C(=O)C1CC(=O)N(Cc2ccccc2)C1 (stereo not given) | 15% | -9% | -3.3 | -1% | 6% | 6% | -0.4% | -5% | i
O=C(NCC1CCCO1)C1CCCN(S(=O)(=O)c2cc(Cl)ccc2Cl)C1 (stereo not given) | -15% | 0% | -1.8 | -7% | 1% | -2% | -0.1% | 2% | i
NS(=O)(=O)c1ccc(NC(=O)Nc2ccccc2)cc1 | 0% | -9% | -2.4 | 5% | -2% | -8% | 3.8% | -4% | i
COCCCNC(=O)C1CC(=O)N(CCc2ccc(OC)c(OC)c2)C1 (stereo not given) | -20% | -13% | 0.2 | 15% | -11% | 0% | 0.1% | 7% | i
COc1ccc(OC)c(-c2cc(C(=O)NC(C)c3ccccc3)no2)c1 (stereo not given) | 11% | 2% | nt | -6% | 11% | -25% | 20% | nt | i
C[C@H](CO)N1C[C@H](C)[C@@H](CN(C)S(=O)(=O)c2cn(C)cn2)Oc2ccc(NC(=O)C3CC3)cc2C1=O | -6% | -5% | -0.3 | -23% | 6% | -3% | -1.2% | 3% | i
O=C(/C=C/c1ccc(Cl)cc1)NCCCn1ccnc1 | ? | -3% | -1.7 | -10% | 26% | -3% | -0.8% | -3% | i
COc1ccc(NC(=O)CN(C)C(=O)C2=COCCO2)cc1 | 1% | 0% | 0.5 | 0% | -6% | 18% | 0.2% | 6% | i
Cc1cccc(OCc2nnc(-c3ccccc3)o2)c1 | ? | 1% | nt | nt | nt | -15% | 4.1% | nt | nt
O=C(NCCc1nc2ccccc2[nH]1)c1ccco1 | 10% | -9% | 0.0 | 2% | -5% | -13% | -0.3% | 6% | i
Cc1c(C(=O)NCCSCc2ccccc2Cl)cccc1[N+](=O)[O-] | ? | 2% | -1.1 | 22% | -8% | -23% | -0.7% | 10% | i
Cc1oc(C(C)(C)C)cc1C(=O)Nc1cccc(/C=C/C(=O)O)c1 | -3% | -1% | -2.0 | 8% | 13% | 6% | 2.7% | 5% | i
O=c1c2ccccc2nc(N2CCN(c3cccc(Cl)c3)CC2)n1-c1ccccc1 | ? | -1% | nt | 7.1µM* | nt | -47% | 3.4% | nt | nt
COc1cccc(CNC(=O)CCn2nc(C)c3c(C)n(-c4ccccc4)nc3c2=O)c1 | -20% | 4% | nt | -22% | -14% | -6% | 0.8% | nt | i
O=C(NCc1ccncc1)c1cccc(S(=O)(=O)NCc2ccccc2)c1 | -20% | 7% | -0.4 | -3% | -9% | 4% | 0.5% | 8% | i
O=C1NC(=O)C2(CCC(C3CCCCC3)CC2)N1 (stereo not given) | -15% | 1% | 0.5 | ? | 2% | 2% | -0.7% | 3% | i
O=C1CCCN2N=C(SCC(=O)Nc3cccc(Cl)c3)SC2=N1 | -77% | 2% | -0.4 | -29% | -34% | -21% | 2.9% | 13% | i
COc1ccc(OC)c(S(=O)(=O)N2CCC(C(=O)NCCc3ccc(OC)c(OC)c3)CC2)c1 | -11% | 15% | 0.1 | 19% | 1% | -10% | -0.5% | -1% | i
CCC(=O)NCC(c1cccs1)N1CCOCC1 (stereo not given) | 15% | -2% | -0.5 | 24% | 5% | 5% | -0.3% | 9% | i
CCOc1ccc(C2C(C(=O)c3ccc(C)o3)=C(O)C(=O)N2CCN2CCOCC2)cc1OC (stereo not given) | 3% | nt | -0.6 | 3% | -13% | 2% | 3.1% | 7% | i
CC1(C(=O)NS(=O)(=O)c2cccc(Cl)c2)CCN1C(=O)CCc1ccc(Cl)cc1Cl (stereo not given) | nt | nt | 0.4 | 10% | -3% | -15% | -0.4% | 7% | i
CCOc1cc(S(=O)(=O)N2CCN(S(=O)(=O)CC)CC2)c(OCC)cc1-n1cnnn1 | -13% | 3% | -1.4 | -6% | -1% | 2% | 0.2% | -1% | i
Cc1ccc(OCc2cc(C(=O)NCc3cn4ccccc4n3)no2)cc1C | -5% | 6% | -2.1 | -9% | -3% | -18% | 0.7% | 3% | i
COc1ccc(N2C(=O)C(Cc3ccccc3)NC2=S)cc1 (stereo not given) | 8% | 1% | -0.9 | -14% | -8% | -43% | -0.4% | -5% | i
COc1cccc(-n2c(N)cc(=O)nc2SCC(=O)Nc2cc(C)on2)c1 | 12% | -5% | 2.2 | 3% | 4% | 20% | -0.9% | 8% | i
CC(C)C[C@H](NC(=O)c1nc[nH]c1C(=O)NCCCCCN)C(=O)OCc1ccccc1 | -9% | -2% | -0.6 | -53% | -5% | -3% | 3.2% | 4% | i

A stretch from further up:
SMILES | Nrf2 inh | A549 viability | IL-2 act | TGFb SMAD3 inh | ATXN2 expr inh | HepG2 tox | Nrf2 activator | EPAC2 agonist | ATXN viability
O=C(NCc1ccncc1)c1cccc(S(=O)(=O)NCc2ccccc2)c1 | -20% | 7% | -0.4 | -3% | -9% | 4% | 0.5% | 8% | i
O=C1NC(=O)C2(CCC(C3CCCCC3)CC2)N1 (stereo not given) | -15% | 1% | 0.5 | ? | 2% | 2% | -0.7% | 3% | i
O=C1CCCN2N=C(SCC(=O)Nc3cccc(Cl)c3)SC2=N1 | -77% | 2% | -0.4 | -29% | -34% | -21% | 2.9% | 13% | i
COc1ccc(OC)c(S(=O)(=O)N2CCC(C(=O)NCCc3ccc(OC)c(OC)c3)CC2)c1 | -11% | 15% | 0.1 | 19% | 1% | -10% | -0.5% | -1% | i
CCC(=O)NCC(c1cccs1)N1CCOCC1 (stereo not given) | 15% | -2% | -0.5 | 24% | 5% | 5% | -0.3% | 9% | i
CCOc1ccc(C2C(C(=O)c3ccc(C)o3)=C(O)C(=O)N2CCN2CCOCC2)cc1OC (stereo not given) | 3% | nt | -0.6 | 3% | -13% | 2% | 3.1% | 7% | i
CC1(C(=O)NS(=O)(=O)c2cccc(Cl)c2)CCN1C(=O)CCc1ccc(Cl)cc1Cl (stereo not given) | nt | nt | 0.4 | 10% | -3% | -15% | -0.4% | 7% | i

Continued.
SMILES | Nrf2 inh | A549 viability | IL-2 act | TGFb SMAD3 inh | ATXN2 expr inh | HepG2 tox | Nrf2 activator | EPAC2 agonist | ATXN viability
O=C(CN1CCN(S(=O)(=O)c2ccc(Cl)c(C(F)(F)F)c2)CC1)NC(=O)NC1CCCCC1 | 13% | -2% | 0.2 | -21% | -10% | -4% | 2.8% | 9% | i
Cc1cc(NS(=O)(=O)c2ccc(NC(=O)COc3ccccc3C(C)C)cc2)no1 | ? | -1% | 2.0 | ? | -14% | -6% | 3.1% | -7% | i
C[C@H](NC(=O)c1nc[nH]c1C(=O)N[C@@H](C)C(=O)OCc1ccccc1)C(=O)OCc1ccccc1 | 4% | 3% | -2.6 | ? | -8% | -15% | -0.8% | 7% | i
COc1ccc(N2CC(NC(=O)c3cccs3)CC2=O)cc1OC (stereo not given) | nt | 4% | nt | -15% | 11% | -3% | -1.0% | nt | i
NC(=O)[C@H]1CC2(CC(c3cccc(NC(=O)[C@H]4CCC(=O)N4)c3)=NO2)CN1C(=O)c1ccccc1 (stereo not given in full) | -9% | -2% | -1.2 | 2% | 9% | 11% | -1.5% | 7% | i
O=C(c1cc([N+](=O)[O-])ccc1N1CCOCC1)N1CCOCC1 | -5% | ? | 0.4 | -2% | -2% | 5% | -0.1% | 11% | i
COc1ccc(NC(=O)c2ccc(-n3cnnn3)cc2)c([N+](=O)[O-])c1 | 5% | 0% | 1.1 | 13% | -6% | 5% | 0.1% | -2% | i
CCC(=NCCc1ccc(OC)c(OC)c1)c1ccccc1O | 4% | 6% | -0.2 | -1% | -5% | -11% | 2.0% | 8% | i
Cc1cc2cc(CN(CCN(C)C)C(=S)NCc3ccco3)c(=O)[nH]c2cc1C | 1% | -3% | -0.8 | 11% | -16%[11.3 µM] | -21% | 4.7% | 7% | i
COc1cc(C)c2c(c1OC)C(=O)CC2 | -1% | 9% | -0.3 | ? | -25% | -13% | 0.1% | 8% | i
